Assay outcomes from PubChem.
APE1 inh: qHTS Assay for Inhibitors of the Human Apurinic/apyrimidinic Endonuclease 1 (APE1). Potency, µM (top dose mostly 65.8 µM), without a hit: at the top dose activity change, negative = inhibition, usual class: inhibitors. 350,000 compounds, 0.35% hits. DNA repair nuclease/redox regulator APEX1 (Homo sapiens), P27695. recombinant APE1, TAMRA/BHQ-2 abasic DNA cleavage fluorescence. AID 2517, 2012;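 further: plate controls were vehicle for no effect and reference inhibitor for full effect; nearly all actives have a fitted effect of over 55% in size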
Target sequence (P27695 whole entry, looked up): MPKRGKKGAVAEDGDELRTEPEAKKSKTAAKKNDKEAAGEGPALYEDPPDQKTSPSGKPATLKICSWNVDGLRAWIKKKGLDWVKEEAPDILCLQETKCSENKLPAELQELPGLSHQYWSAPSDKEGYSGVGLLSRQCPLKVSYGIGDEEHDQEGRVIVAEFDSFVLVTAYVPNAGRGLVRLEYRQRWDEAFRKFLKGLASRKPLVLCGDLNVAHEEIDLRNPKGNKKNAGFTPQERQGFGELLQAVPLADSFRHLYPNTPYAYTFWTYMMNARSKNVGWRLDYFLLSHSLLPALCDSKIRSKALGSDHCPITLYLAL
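0.75 nM APE1 + cpd, 15 min RT; start w/ 50 nM TAMRA/BHQ-2 THF-abasic dsDNA; kinetic fluor 525/598 nm ×3 reads @60 s; Δ(read3−read1); normalized to DMSO and NSC13755 control wells.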
Pol beta inh: qHTS Assay for Inhibitors of DNA Polymerase Beta; 340,000 compounds, 1.3% hits; Pol beta primer extension/strand displacement, fluorescence kinetic; AID 485314, 2010; Potency, µM (series often up to 114 µM), for inactives: at the top dose activity change, negative = inhibition, usual class: inhibitors; further: on the % scale 0 is the no-effect control and ±100 the full control effect
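Values derive from four-parameter Hill fits of normalized kinetic data: reads at 0 and 10 min following addition of 50 nM substrate to 10 nM Pol beta preincubated 15 min with compound.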
Apoferritin bind: qHTS Assay for Identification of Novel General Anesthetics; AID 485281, 2010; 350,000 compounds, 0.074% hits; Potency, µM (doses to about 77.5 µM), for the others: at the highest dose activity change, negative = displacement, usual class: inhibitors; Ferritin light chain (Equus caballus), P02791; apoferritin/1-aminoanthracene competitive binding, fluorescence; further: on the % scale 0 is the no-effect control and ±100 the full control effect; nearly all actives have a fitted effect of over 20% in size
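Apoferritin-based anesthetic binding model; compound displacement of fluorescent 1-AMA measured as endpoint fluorescence after 10 minutes at room temperature, scaled to free-ligand and complex controls.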
BAZ2B block: qHTS Assay for Inhibitors of BAZ2B; Potency, µM (top dose mostly 114 µM), inactives show top-dose activity change, negative = inhibition, hits mostly inhibitors; AID 504333, 2011; AlphaScreen BAZ2B-H3K14Ac peptide displacement; 360,000 compounds, 4.4% hits; further: on the % scale 0 is the no-effect control and ±100 the full control effect; nearly all actives have a fitted effect of over 60% in size
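Multi-concentration screen (max 110 uM) measuring displacement of acetylated histone H3 peptide from BAZ2B by AlphaScreen, using 50 nM protein, 50 nM peptide and 10 ug/mL streptavidin donor plus Ni-chelate acceptor beads.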
POLI inh: qHTS for Inhibitors of Polymerase Iota | DNA polymerase iota (Homo sapiens), Q9UNA4 | Pol iota fluorescent replication assay, 10 min | Potency, µM (highest dose often 115 µM), for inactives: at the highest dose activity, negative = inhibition, usual class: inhibitors | 390,000 compounds, 1% hits | AID 588590, 2011
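Pol iota at 10 nM preincubated 15 min with compounds at room temperature; reaction started with fluorescent substrate, 50 nM final. Fluorescence read kinetically at 0 and 10 min; buffer-only wells as negative control.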
POLH inh: qHTS for Inhibitors of Polymerase Eta; DNA polymerase eta (Homo sapiens), Q9Y253; recombinant Pol eta, fluorescent DNA replication assay; Potency, µM (titrated, usually from 114 µM), for the others: top-dose activity change, negative = inhibition, actives largely listed as inhibitors; 390,000 compounds, 1.2% hits; AID 588591, 2011; further: on the % scale 0 is the no-effect control and ±100 the full control effect
Target sequence (Q9Y253 whole entry, looked up): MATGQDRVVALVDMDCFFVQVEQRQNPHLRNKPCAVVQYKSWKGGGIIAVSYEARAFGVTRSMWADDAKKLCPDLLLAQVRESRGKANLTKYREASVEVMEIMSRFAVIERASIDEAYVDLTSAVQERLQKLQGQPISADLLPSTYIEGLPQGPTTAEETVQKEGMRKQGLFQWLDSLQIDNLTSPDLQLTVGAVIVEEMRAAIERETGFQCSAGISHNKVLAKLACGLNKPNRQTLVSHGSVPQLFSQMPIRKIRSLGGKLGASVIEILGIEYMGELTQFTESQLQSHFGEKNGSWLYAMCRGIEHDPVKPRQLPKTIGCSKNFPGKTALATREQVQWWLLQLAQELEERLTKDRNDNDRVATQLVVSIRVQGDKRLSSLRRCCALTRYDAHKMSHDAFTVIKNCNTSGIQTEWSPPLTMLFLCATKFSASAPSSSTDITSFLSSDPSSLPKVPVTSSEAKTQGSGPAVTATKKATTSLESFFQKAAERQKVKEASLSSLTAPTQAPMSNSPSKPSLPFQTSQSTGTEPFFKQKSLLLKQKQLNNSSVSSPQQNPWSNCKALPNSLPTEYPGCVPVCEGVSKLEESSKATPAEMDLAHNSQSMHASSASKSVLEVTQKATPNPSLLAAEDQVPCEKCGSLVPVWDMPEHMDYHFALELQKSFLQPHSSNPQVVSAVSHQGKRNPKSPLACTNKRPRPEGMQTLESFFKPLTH
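Pol eta (10 nM) was preincubated with compounds for 15 min at room temperature, after which fluorescent replication substrate (50 nM final) was added to start the reaction. Fluorescence was read kinetically at 0 and 10 min.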
Pol kappa inh: qHTS for Inhibitors of Polymerase Kappa | DNA polymerase kappa (Homo sapiens), Q9UBT6 | purified Pol kappa, fluorescent DNA synthesis assay, 10 min | Potency, µM (doses to about 107 µM), for the others: top-dose activity, negative = inhibition, hits mostly inhibitors | 400,000 compounds, 0.53% hits | AID 588579, 2011; further: on the % scale 0 is the no-effect control and ±100 the full control effect
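Here, compound and 10 nM enzyme are combined for 15 min at room temperature; adding 50 nM substrate (final) starts DNA synthesis, tracked by fluorescence at 0 and 10 min against buffer-only wells.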
G9a block: qHTS Assay for Inhibitors of Histone Lysine Methyltransferase G9a; Histone-lysine N-methyltransferase EHMT2 (Homo sapiens), Q96KQ7; G9a H3K9 monomethylation, AlphaScreen, 2 h; Potency, µM (series often up to 102 µM), inactives show top-dose activity, negative = inhibition, most hits filed as inhibitors; 350,000 compounds, 8.8% hits; AID 504332, 2011; further: on the % scale 0 is the no-effect control and ±100 the full control effect; nearly all actives have a fitted effect of over 75% in size
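G9a (20 nM) was preincubated 15 min with compound, then reacted 2 h at room temperature with 500 nM biotin-H3K9 peptide and 20 µM SAM. Monomethyl-H3K9 detected by AlphaScreen using anti-H3K9me1 antibody.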
BLM inh: qHTS Assay for Inhibitors of Bloom's syndrome helicase (BLM). AID 2528, 2010. Potency, µM (top dose mostly 56.1 µM), for inactives: at the top dose activity change, negative = inhibition, usual class: inhibitors. 350,000 compounds, 0.2% hits. recombinant BLM DNA unwinding, fluorescence dequenching. RecQ-like DNA helicase BLM (Homo sapiens), P54132;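 further: plate controls were vehicle for no effect and no enzyme for full effect; nearly all actives have a fitted effect of over 35% in size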
* = called active by the depositor; ? = inconclusive; / = not tested or not shown; [ ] = remark or other dose. The call rests on the fitted dose curve; in most records, active means well fitted curve in the direction sought with a large enough effect; inconclusive means small, poorly fitted or top-dose-only effect, or another doubt; inactive means no such curve, though single readings can be large; an effect the other way counts as inactive or inconclusive. Potency means the concentration at half of the fitted maximal effect.

SMILES	APE1 inh	Pol beta inh	Apoferritin bind	BAZ2B block	POLI inh	POLH inh	Pol kappa inh	G9a block	BLM inh
CCOc1ccc2noc3c2c1C(=O)c1ccccc1-3	-4%	17%	62%[activator]	-11%	3%	-15%	14%	?	-6%
O=C(CSCc1ccccc1)N/N=C/c1ccc(OCC(=O)N2CCCCC2)cc1	25%	3%	?	6%	24%	-1%	-10%	10%[59 µM]	3%
CCCc1nnc(NS(=O)(=O)c2ccc(OC)cc2)s1	3%	2%	-12%	-22%	31%[activator]	0%	-10%	45µM*	-3%
O=C(CCC1CCCN(C(=O)Cn2cnnn2)C1)NCc1ccccc1F (stereo unspecified)	9%	57%	-4%	8%	19%	-22%	-3%	/	-2%
COC(=O)COc1ccc2c(-c3ccc(OC)cc3)cc(=O)oc2c1	3%	-1%	-12%	12%	5%	-19%	-13%	-3%[59 µM]	-6%
COc1ccc(C2C(C(=O)O)CCC(=O)N2c2ccc(C)cc2)cc1OC (stereo unspecified)	6%	?	19%	-24%	-14%	3%	-16%	14%	1%
O=C(CC1C(=O)NCCN1CC1CCCCC1)NCCCN1CCOCC1 (stereo unspecified)	5%	9%	-3%	-4%	23%	-17%	-10%	/	-2%
O=[N+]([O-])c1cc2c(cc1/C=N/Nc1nc(Nc3ccccc3)nc(N3CCCCC3)n1)OCO2	2%	32%[activator]	-16%	-33%	-1%	-4%	-9%	-6%	-2%
Cc1cc(S(=O)(=O)N2CCCC2)ccc1OCC(=O)N1CCOCC1	0%	1%	3%	1%	2%	5%	-16%	6%[59 µM]	1%
COc1cc(Cl)cc(C(=O)O)c1OCC(=O)O	9%	37%	2%	-22%	3%	-11%	-20%	-2%	3%
CC(C)C(C(=O)NCc1ccco1)N(C(=O)CNS(=O)(=O)c1ccccc1)c1ccccc1 (stereo unspecified)	1%	-10%	-4%	-39%	-23%	-19%	4%	?	-3%
CC(C)n1c(SCc2ccc(Cl)cc2)nc2c1c(=O)[nH]c(=O)n2C	-5%	7%	-11%	-20%	-1%	-7%	-1%	-33%[59 µM]	-2%
CCOC(=O)C(NC(=O)CCC(=O)Nc1ccc(S(N)(=O)=O)cc1)C(O)c1ccccc1 (stereo unspecified)	-6%	15%	-3%	4%	-10%	-11%	-3%	11%[59 µM]	2%
O=C(O)c1ccoc1CN1CCCCC1	-3%	19%	-10%	9%	26%	-15%	-8%	11%[59 µM]	4%
CN(c1ncnc2c1c(-c1ccccc1)cn2-c1cccc(Cl)c1)C1CCCCC1	/	13%	-4%	-32%	34%[activator]	-20%	-3%[60.1 µM]	-22%[59 µM]	-4%
CCOC(=O)/C(C#N)=C1/C=Nc2ccccc2N1	0%	4%	93%[activator]	-39%	23%	-21%	-13%	-9%[12.7 µM]	0%
Cc1ccc2oc(=O)c3cc(C(=O)N4CCN(c5ccccc5)CC4)sc3c2c1	/	-6%	-3%	-1%	38%[activator]	-11%	-9%	-7%[59 µM]	-5%
CCCn1c(SCC(=O)NC2CCCC(C)C2C)n[nH]c1=O (stereo unspecified)	15%	-1%	-19%	13%	8%	-14%	-4%	?	-4%
COc1cccc(NC(=O)CSc2nnc3scc(-c4ccc(Cl)cc4)n23)c1	/	-1%	-11%	-3%	?	/	-9%	?	-9%
COCC(=O)N1CCC(Oc2ccc(C(=O)N3CCCCC3COC)cc2)CC1 (stereo unspecified)	21%	36%[activator]	-3%	-2%	-2%	7%	-8%	-9%[59 µM]	-3%
CCCCOC(=O)c1ccc(NC(=O)c2csnn2)cc1	/	11%	-3%	3%	35%[activator]	-22%	-3%	-10%[59 µM]	-2%
Fc1ccc(-n2nc(-c3ccccc3)c3cnc4ccccc4c32)cc1Cl	/	9%	1%	39%[activator]	42%[activator]	-15%	16%	31%[59 µM]	-1%
COCCNC(=O)CSc1nc2sccc2c(=O)n1-c1ccccc1	15%	-1%	4%	4%	?	4%	-4%	-15%	-5%
COc1ccc(-c2sc3ccccc3c2-c2ccc(OCCN3CCOCC3)cc2)cc1	8%	/	/	/	35%[activator]	-11%	10%	/	/
CC1(C)CC(CC(=O)NNc2nc(-c3ccccc3)cs2)C(=O)O1 (stereo unspecified)	-1%	17%	2%	-2%	17%	-15%	0%	-4%[59 µM]	1%
CCOc1ccccc1NC(=O)Nc1nnc(N2CCCCCC2)s1	/	3%	-2%	-9%	32%[activator]	3%	7%	?	-2%
O=C(NCC(c1ccco1)N1CCN(c2ccc(F)cc2)CC1)c1ccco1 (stereo unspecified)	37%	/	/	-31%	22%	2%	-17%	?	/
COc1ccc(CC(=O)Nc2ccccc2-c2ccccc2)cc1OC	36%	38%	2%	-9%	152%[activator]	-6%	-2%	22%	-4%
COc1ccccc1OCC(=O)Nc1ccc(O)cc1C(=O)O	0%	3%	-10%	7%	-1%	-7%	-14%	-9%	-5%
CCCOC(=O)CSc1nnc(-c2ccccc2)o1	/	0%	-8%	25%	19%	-8%	-6%[60.1 µM]	-3%[59 µM]	-2%
CC(C)NC(=S)N(C)C1(c2ccccc2Cl)CCCCC1=O (stereo unspecified)	0%	-1%	-13%	-6%	35%[activator]	-24%	-4%	15%[59 µM]	-10%
CC12CC3(C)CC(C)(C1)CC(C(=O)Nc1nn[nH]n1)(C2)C3	5%	2%	-11%	?	35%[activator]	-14%	-1%	35µM*	-7%
CCOc1ccc(/C=N/Nc2cc(N3CCOCC3)nc(C)n2)c(O)c1	17%	-1%	-4%	6%	8%	6%	-8%	31%	-13%
Cc1ccc(C(=O)OCC(=O)Nc2ccccc2Cl)c(O)c1	19%	-10%	8%	2%	32%[activator]	-32%	1%	/	-2%
COc1ccccc1C(CNC(=O)c1ccc(C)c(S(=O)(=O)N2CCCCC2)c1)N(C)C (stereo unspecified)	-12%	/	/	5%	44%[activator]	-18%	4%	25%[12.7 µM]	/
Cc1nn2c(COc3ccc(NC(=O)c4ccccc4)cc3)nnc2c2ccccc12	24%	-6%	-15%	0%	10%	-2%	-17%	-8%[59 µM]	0%
O=[N+]([O-])c1ccc(N2CCN(c3ccc(F)cc3)CC2)cn1	32%	25%	-7%	-9%	34%[activator]	-13%	-11%	?	-10%
CC(=O)N1CCOc2ccc(S(=O)(=O)N(C)c3cccc(C)c3)cc21	45%	0%	-12%	?	?	3%	-34%	-17%	-2%
Cc1ccc(C)c(N2CCN(C(=O)Cn3c(=O)oc4cc(S(=O)(=O)N5CCCC5)ccc43)CC2)c1	31%	0%	-11%	-8%	8%	-15%	2%	11%	-2%
COc1ccc(C2NC(=O)CCC2[N+](=O)[O-])c(OC)c1 (stereo unspecified)	54%[activator]	18%	-6%	-31%	25%	-11%	-17%	25%[59 µM]	-3%
COc1ccccc1NC(=O)COC(=O)c1ccc([N+](=O)[O-])s1	?	7.1µM*	-17%	?	79µM*	?	-33%	?	-7%
CCCNC(=O)C/C(C)=N/NC(=O)C(=O)Nc1ccccn1	4%	12%	-11%	-5%	14%	-6%	14%	50µM*	2%
COc1ccccc1CNC(=O)C(=O)NCC1OCCN1S(=O)(=O)c1ccccc1 (stereo unspecified)	9%	7%	-12%	-1%	21%	-3%	-5%	31%	-4%

Looked up above:
Entry for `CCOc1ccc(/C=N/Nc2cc(N3CCOCC3)nc(C)n2)c(O)c1` in BAZ2B block: 6%
Entry for `COc1ccc(-c2sc3ccccc3c2-c2ccc(OCCN3CCOCC3)cc2)cc1` in APE1 inh: 8%

Eleven of the compounds above, bar-delimited:
mol | APE1 inh | Pol beta inh | Apoferritin bind | BAZ2B block | POLI inh | POLH inh | Pol kappa inh | G9a block | BLM inh
CCCOC(=O)CSc1nnc(-c2ccccc2)o1 | / | 0% | -8% | 25% | 19% | -8% | -6%[60.1 µM] | -3%[59 µM] | -2%
CC(C)NC(=S)N(C)C1(c2ccccc2Cl)CCCCC1=O (stereo unspecified) | 0% | -1% | -13% | -6% | 35%[activator] | -24% | -4% | 15%[59 µM] | -10%
CC12CC3(C)CC(C)(C1)CC(C(=O)Nc1nn[nH]n1)(C2)C3 | 5% | 2% | -11% | ? | 35%[activator] | -14% | -1% | 35µM* | -7%
CCOc1ccc(/C=N/Nc2cc(N3CCOCC3)nc(C)n2)c(O)c1 | 17% | -1% | -4% | 6% | 8% | 6% | -8% | 31% | -13%
Cc1ccc(C(=O)OCC(=O)Nc2ccccc2Cl)c(O)c1 | 19% | -10% | 8% | 2% | 32%[activator] | -32% | 1% | / | -2%
COc1ccccc1C(CNC(=O)c1ccc(C)c(S(=O)(=O)N2CCCCC2)c1)N(C)C (stereo unspecified) | -12% | / | / | 5% | 44%[activator] | -18% | 4% | 25%[12.7 µM] | /
Cc1nn2c(COc3ccc(NC(=O)c4ccccc4)cc3)nnc2c2ccccc12 | 24% | -6% | -15% | 0% | 10% | -2% | -17% | -8%[59 µM] | 0%
O=[N+]([O-])c1ccc(N2CCN(c3ccc(F)cc3)CC2)cn1 | 32% | 25% | -7% | -9% | 34%[activator] | -13% | -11% | ? | -10%
CC(=O)N1CCOc2ccc(S(=O)(=O)N(C)c3cccc(C)c3)cc21 | 45% | 0% | -12% | ? | ? | 3% | -34% | -17% | -2%
Cc1ccc(C)c(N2CCN(C(=O)Cn3c(=O)oc4cc(S(=O)(=O)N5CCCC5)ccc43)CC2)c1 | 31% | 0% | -11% | -8% | 8% | -15% | 2% | 11% | -2%
COc1ccc(C2NC(=O)CCC2[N+](=O)[O-])c(OC)c1 (stereo unspecified) | 54%[activator] | 18% | -6% | -31% | 25% | -11% | -17% | 25%[59 µM] | -3%

Not all compounds are listed. The share of hits here may be higher or lower than overall.
